Screening results: PubChem BioAssay, National Center for Advancing Translational Sciences (NCATS)
ASM inhibitor – inhibitors of human secretory acid sphingomyelinase; placental ASM, HMU-PC fluorogenic substrate, 60 min; Potency, µM (series often up to 57.5 µM), for the others: at the top dose activity change, negative = inhibition, actives largely listed as inhibitors; 0.006% of 340,000 active; AID 504937; note: potency is the fitted concentration of half-maximal effect
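Fluorogenic HMU-PC substrate (9 uM final) is turned over by placental ASM in 60 min at 37 C after a 10 min compound preincubation. Reaction ended by alkaline stop (pH 10), with fluorescence read at 386/447 nm.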
Menin-MLL TR inh – menin-MLL binding inhibition, Texas Red mutant peptide | O00255 | Menin + Texas Red MLL mutant peptide, fluorescence polarization | Potency, µM (highest dose often 61.6 µM), without a hit: at the highest dose FP activity change, negative = inhibition, hits mostly inhibitors | 0.23% of 270,000 active; active = well fitted inhibition curve with a large enough effect in the polarisation, with a control signal flat, not every such curve was filed as active; inconclusive = small, poorly fitted or top-dose-only effect, or effect the other way, or a change in a side signal; inactive = no such curve, though single readings can be large or run the other way; the % refers to the polarisation; note: potency is the fitted concentration of half-maximal effect; % of control where 0% means no effect; many of its hits are not listed in these tables
USP2a block – blocks human ubiquitin-specific protease USP2a | USP2 core, Ub-CHOP2 coupled fluorogenic reporter, 485/531 | 0.01% of 330,000 active | O75604 | AID 463254 | Potency, µM (highest dose often 38.3 µM), inactives show at the highest dose activity change, negative = inhibition, usual class: inhibitors;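 note: potency is the fitted concentration of half-maximal effect; plate controls were DMSO wells for no effect and full inhibition by NEM control for full effect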
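USP2 core (10nM final) preincubated 30min RT with compound in 20mM Tris-HCl pH 8.0, 2mM CaCl2, 2mM beta-mercaptoethanol, 0.05% CHAPS; 25nM Ub-CHOP2 plus 25nM reporter substrate added, fluorescence (Ex485/Em531) read after 60min.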
MBNL1 CUG block – MBNL1-poly(CUG) RNA binding inhibition; AID 2675; 0.036% of 280,000 active; TR-FRET MBNL1-His/biotin-(CUG)12 binding, 665/545 ratio; Potency, µM (top dose mostly 57.5 µM), without a hit: at the top dose activity change, negative = inhibition, usual class: inhibitors; active = well fitted inhibition curve with a large enough effect in the signal ratio, with a control signal flat, not every such curve was filed as active; inconclusive = small, poorly fitted or top-dose-only effect, or effect the other way, or a change in a side signal; inactive = no such curve, though single readings can be large or run the other way; the % refers to the signal ratio; note: potency is the fitted concentration of half-maximal effect; % is set by controls: 0 for no effect and ±100 for the full control effect
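MBNL1-His + Biotin-(CUG)12, cpd titration 92 nM–58 uM; Tb anti-His Ab 0.055 ng/ul, SA-XL665 5 nM (final); 60 min RT; ratiometric 665/545 nm, Ex 340 nm; normalized to buffer and full-complex controls.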
TSHR antag – blocks TSH signaling through the human TSH receptor; P16473; TSHR-expressing cells, TSH-stimulated cAMP HTRF, 2 h; stronger effect = lower value; activity change, negative = inhibition, % at 11.5 µM; 0.2% of 330,000 active; AID 504810;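 active = activity change below a set negative limit, meaning inhibition stronger than a set level, cut at about -70% in these data; inconclusive = activity change between two set negative limits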; note: % is set by controls: 0 for no effect and ±100 for the full control effect
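TSHR-expressing cells were treated with compounds, then stimulated with TSH at EC80 (4nM final) for 2 hours at 37 deg C. Cellular cAMP was measured by HTRF competition between lysate cAMP and cAMP-d2 for a cryptate-labelled anti-cAMP antibody.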
PKM2 activator – PKM2 (human) enzyme activation; Potency, µM (highest dose often 57.5 µM), for the others: at the top dose activation, usual class: activators; 0.34% of 260,000 active; purified PKM2, Kinase-Glo ATP luminescence, activation; response scale: 0% is enzyme alone, no compound; P14618; note: potency is the fitted concentration of half-maximal effect; % is set by controls: 0 for no effect and ±100 for the full control effect; nearly all actives have a fitted effect of over 55% in size
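Purified hPK-M2 (>95% pure) converted ADP (0.1 mM final) to ATP with 0.5 mM PEP in 50 mM imidazole pH7.2, KCl, MgCl2, Tween 20, BSA; 1 h at room temperature. ATP detected by Kinase-Glo luminescence.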
GALK inh – blocks human galactokinase activity. P51570. Potency, µM (highest dose often 57.5 µM), for the others: at the top dose activity change, negative = inhibition, most hits filed as inhibitors. 0.007% of 270,000 active. AID 1868. Purified GALK, Kinase-Glo residual ATP luminescence; note: potency is the fitted concentration of half-maximal effect; % is set by controls: 0 for no effect and ±100 for the full control effect
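ATP-depletion format; final 35 uM ATP, 100 uM D-galactose, 5 nM enzyme; pH 8.0 HEPES/Mg2+ buffer; 60 min RT; luminescence read 10 min after detection reagent.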
BCR signal inh – chronic active BCR signaling inhibition; ABC-DLBCL IkBa-CBG/CBR reporter, luminescence ratio, 4 h; Potency, µM (series often up to 46.1 µM), for the others: top-dose ratio change, negative = lower green/red ratio, most hits filed as inhibitors; 0.05% of 340,000 active; AID 493014; active = well fitted inhibition curve with a large enough effect in the signal ratio, with a control signal flat, not every such curve was filed as active; inconclusive = small, poorly fitted or top-dose-only effect, or effect the other way, or a change in a side signal; the % refers to the signal ratio;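 note: potency is the fitted concentration of half-maximal effect; plate controls were basal doxycycline-induced cells for no effect and cells given 10 µM MG132 for full effect; MG132 reads +100%, hits lower the ratio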
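Concentration-response series (up to 46 uM) were applied to TMD8 dual-reporter cells for 4 h at 37C with doxycycline. Green/red ratio, after filter-overlap correction, defined %Activity; red signal alone was normalised to basal cells and zero luminescence.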
Mito fusion act – mitochondrial division inhibition or fusion activation; 0.23% of 320,000 active; Potency, µM (series often up to 46.1 µM), inactives show at the highest dose growth rescue (activation), hits mostly activators; AID 485298; S. cerevisiae fusion-defective mutant growth rescue, CellTiterGlo 48 h;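 note: potency is the fitted concentration of half-maximal effect; % of control where 0% means no effect; nearly all actives have a fitted effect of over 45% in size; temperature-sensitive fusion mutants such as fzo1-1 at 37 °C on non-fermentable ethanol glycerol medium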
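Temperature-sensitive fusion-defective S. cerevisiae (e.g. fzo1-1, mgm1-5) were grown with compound in YPEG medium (3% ethanol, 3% glycerol) for 48 hours at 37C. Growth rescue was measured as viability by CellTiterGlo luminescence after 10 minutes at ambient.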
KCNH2 WT inh – KCNH2 (human, wildtype) channel inhibition. Q12809. U2OS, BacMam KCNH2, thallium flux FluxOr; stronger effect = lower value. activity change, % at 1.84 µM. 0.37% of 340,000 active;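 active = maximum activity change below -70%; inconclusive = maximum activity change between -70% and -50%; inactive = maximum activity change above -50%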; note: % is set by controls: 0 for no effect and ±100 for the full control effect
Target sequence (Q12809 whole entry, looked up): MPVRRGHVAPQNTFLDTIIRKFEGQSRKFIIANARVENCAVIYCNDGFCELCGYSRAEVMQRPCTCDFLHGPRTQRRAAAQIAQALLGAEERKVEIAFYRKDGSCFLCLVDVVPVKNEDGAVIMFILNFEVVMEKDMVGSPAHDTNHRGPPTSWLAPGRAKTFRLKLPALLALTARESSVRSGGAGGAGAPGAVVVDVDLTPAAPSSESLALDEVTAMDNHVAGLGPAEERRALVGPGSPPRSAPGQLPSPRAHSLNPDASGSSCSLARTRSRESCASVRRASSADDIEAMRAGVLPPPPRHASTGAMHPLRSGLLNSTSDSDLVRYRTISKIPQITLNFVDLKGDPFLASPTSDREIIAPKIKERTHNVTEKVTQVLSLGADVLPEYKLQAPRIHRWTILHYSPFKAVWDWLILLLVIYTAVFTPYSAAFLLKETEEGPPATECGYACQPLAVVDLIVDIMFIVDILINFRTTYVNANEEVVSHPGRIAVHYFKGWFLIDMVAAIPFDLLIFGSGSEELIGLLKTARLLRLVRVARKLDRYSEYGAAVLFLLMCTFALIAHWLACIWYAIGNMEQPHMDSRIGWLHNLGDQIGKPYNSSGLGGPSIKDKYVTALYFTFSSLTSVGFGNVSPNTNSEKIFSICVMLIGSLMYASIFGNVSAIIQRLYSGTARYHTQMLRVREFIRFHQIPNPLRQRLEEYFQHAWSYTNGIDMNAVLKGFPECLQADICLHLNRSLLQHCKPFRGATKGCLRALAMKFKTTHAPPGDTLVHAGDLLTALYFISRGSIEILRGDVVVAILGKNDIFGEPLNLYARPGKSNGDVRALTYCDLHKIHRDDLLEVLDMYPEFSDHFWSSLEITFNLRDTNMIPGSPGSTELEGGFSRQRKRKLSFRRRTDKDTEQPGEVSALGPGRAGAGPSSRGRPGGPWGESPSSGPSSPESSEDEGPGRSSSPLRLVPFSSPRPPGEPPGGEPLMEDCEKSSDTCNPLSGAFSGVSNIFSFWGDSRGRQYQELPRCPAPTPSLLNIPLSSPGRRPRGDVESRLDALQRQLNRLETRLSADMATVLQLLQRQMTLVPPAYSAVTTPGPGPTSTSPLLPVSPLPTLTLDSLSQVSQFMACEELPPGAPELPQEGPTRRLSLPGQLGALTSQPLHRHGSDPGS
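U2OS cells transduced with wild-type KCNH2 virus are loaded with FluxOr dye for 45 min, and thallium flux is measured in kinetic reads before and after stimulation buffer. Rate constants are normalized to DMSO controls.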
Eya2 inh – Eya2 (human) phosphatase inhibition. O00167. recombinant Eya2, OMFP fluorescence dephosphorylation (OMFP is methylfluorescein phosphate). Potency, µM (doses to about 76.9 µM), for the others: top-dose activity, negative = inhibition, actives largely listed as inhibitors. 0.006% of 330,000 active. AID 488837; note: potency is the fitted concentration of half-maximal effect; % is set by controls: 0 for no effect and ±100 for the full control effect
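Eya2 protein (added as 0.2 uM solution) was preincubated with compound for 10 min at ambient temperature in 50 mM HEPES pH 7.5, 50 mM NaCl, 5 uM MgCl2, 0.05% BSA, 1 mM DTT. OMFP (added at 50 uM) then reacted 10 min; fluorescence read at 485/525 nm.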
The depositor's hits bear a star; u = inconclusive; x = no result given; [ ] = dose if it differs, or a comment. Unless noted, calls come from the whole dose curve; as a rule, active = well fitted curve in the direction sought with a large enough effect; inconclusive = small, poorly fitted or top-dose-only effect, or another doubt; inactive = no such curve, though single readings can be large; an effect the other way counts as inactive or inconclusive. Only part of the results is shown; rates above refer to the full screens.

SMILES	ASM inhibitor	Menin-MLL TR inh	USP2a block	MBNL1 CUG block	TSHR antag	PKM2 activator	GALK inh	BCR signal inh	Mito fusion act	KCNH2 WT inh	Eya2 inh
COc1cc(C(=O)N(Cc2ccccc2)c2cccc(C)c2)ccc1OC(F)F	-5.6%	x	-3.8%	-0.2%	-8.7	-12.1%	6.7%	-7.0%	-4.9%	-9.8	-9.6%
O=C(COc1ccc(C(=O)NCCN2CCOCC2)cc1)Nc1cccc(C(F)(F)F)c1	1.2%	x	0.2%	x	x	x	x	8.2%	1.5%	12.5	-9.6%
O=C(NC(=S)NC1CCC(O)CC1)c1ccco1 (stereo not drawn)	7.3%	x	0.0%	x	5.8	x	x	0.5%	x	30.5	3.0%
CC1CN(c2oc(COc3ccc(Cl)cc3Cl)nc2C#N)CC(C)O1 (stereo not drawn)	-3.0%	4.6%	0.2%	-0.2%	-13.7	-1.0%	-5.3%	-0.9%	0.0%	5.8	-22.9%
CCOC(=O)C(Cc1ccc(NC(=O)/C(=C\c2ccccc2)NC(=O)c2ccccc2)cc1)N1C(=O)c2ccccc2C1=O (stereo not drawn)	3.3%	2.5%	-1.9%	x	4.6	-2.3%	-0.1%	-5.5%	-1.5%	-4.2	-2.2%
COC(=O)c1nn(Cc2ccccc2)c(=O)c2ccccc12	-1.6%	-27.4%	-0.4%	8.2%	6.4	10.4%	0.7%	u	15.7%	14.8	11.7%
CC(C)CNC(=O)NC(=O)COC(=O)c1cc(F)cc(F)c1	0.3%	-1.0%	0.4%	-7.6%	-1.7	-1.4%	-0.1%	-2.2%	-3.1%	4.6	2.6%
CCCC(c1nnnn1CCOC)N1CCN(c2nc3ccccc3s2)CC1 (stereo not drawn)	0.5%	u	-0.3%	x	0.0	27.5%	2.5%	-4.7%	4.5%	-5.2	1.5%
COc1ccccc1CNC(=O)COC(=O)c1ccccc1-c1ccccc1	-2.0%	x	-0.8%	x	11.5	x	x	u	23.5%	-24.6	0.2%
CCN(CC(=O)Nc1cc(Cl)ccc1C)C(=O)CC1CCCC1	0.7%	x	0.8%	x	-13.3	x	x	-0.4%	x	-15.0	2.7%
COc1ccc(CNC(=O)COC(=O)/C=C/c2cccc(Cl)c2)cc1	-1.4%	x	0.0%	x	3.2	x	x	0.9%	x	-1.6	-9.1%
Cn1c(SCC(=O)N2CCCCC2)nc2c([nH]c3ccccc32)c1=O	-1.3%	-7.6%	1.4%	-3.7%	-1.5	-8.2%	3.3%	u	-0.6%	-7.4	-2.7%
Cc1cccc(N/N=C/c2ccncc2)c1	-0.6%	12.4%	3.4%	u	-2.0	x	-2.3%	u	-40.7%[inhibitor]	2.8	-7.1%
CC(C)(C)N1C(=O)c2ccc(C(=O)Nc3cc(C(=O)O)cc(C(=O)O)c3)cc2C1=O	12.3%	-0.1%	-2.0%	u	1.3	-18.2%	-6.9%	u	3.5%	-10.7	6.1%
CC(C)NC(=O)[C@H]1N2C(=O)c3ccccc3C2SC1(C)C (stereo partly drawn)	3.9%	-26.5%	1.4%	0.0%	2.4	x	-0.2%	-1.9%	1.8%	-0.4	10.8%
CCOc1ccc(-c2nc(-c3ccccc3)no2)cc1OCC	-11.1%	1.8%	-1.0%	-12.1%	-17.5	13.6%	1.4%	16.3%	1.9%	-11.3	0.0%
Cc1cc(C)n2cc(CSc3nc4cc(Cl)ccc4o3)nc2n1	-1.9%	-7.1%	-0.1%	5.7%	-6.7	-2.4%	-3.9%	2.5%	-3.4%	2.9	-9.3%
NC(=O)Nc1cccc2ccccc12	4.2%	-3.1%	3.0%	19.6%	2.4	-2.4%	0.9%	2.5%	-1.5%	-5.8	2.9%
O=S(=O)(/N=C(/Nc1cccnc1)c1ccccc1)c1ccc(F)cc1F	5.8%	x	1.7%	x	-1.2	x	x	u	x	16.5	-21.1%
CCNC(=O)c1ccc(NC(=O)CC2SC(N3CCCC3)=NC2=O)cc1 (stereo not drawn)	-0.4%	x	1.9%	x	3.0	x	x	-2.4%	-1.7%	3.6	2.9%
Cc1ccc(S(=O)(=O)NCC(=O)OC2CCOC2=O)cc1 (stereo not drawn)	3.8%	9.5%	0.8%	-2.5%	1.9	-2.7%	0.7%	-3.6%	1.7%	-125.8*	3.2%
CC(C)(C)/C(O)=C(/C#N)c1nc2ccccc2[nH]1	4.0%	-4.3%	-6.3%	3.9%	6.3	-7.0%	2.7%	-1.7%	1.8%	-4.7	-0.9%
Cc1ccc(S(=O)(=O)N2CCN(C(=O)CC(C)C)CC2)cc1	4.7%	25.2%	0.3%	6.6%	-19.6	-8.6%	8.1%	u	11.7%	-9.7	1.8%
COc1cc(C(=S)N2CCOCC2)ccc1OS(=O)(=O)c1ccc(C)cc1	0.0%	7.0%	0.1%	-1.3%	-8.1	-7.4%	-2.4%	-15.7%	-1.5%	-7.9	1.2%
Cc1ccc(NC(=O)C(C)SCc2nc3sc(C)c(C)c3c(=O)[nH]2)nc1 (stereo not drawn)	4.2%	x	2.3%	x	x	x	x	u	-12.3%	-4.0	1.5%
CCOc1ccc(NC(=O)c2ccc(NS(=O)(=O)c3cccs3)cc2)cc1	9.6%	u	-2.4%	-2.5%	3.6	-0.4%	-0.1%	u	0.0%	-1.3	-5.4%
N#Cc1ccc(NC(=O)Nc2ccc(Oc3ccc(NC(=O)Nc4ccc(C#N)cc4)cc3)cc2)cc1	-3.7%	u	-0.6%	-12.3%	-26.5	-33.0%	-0.1%	u	1.7%	18.5	4.2%
Nn1c(C2COc3ccccc3O2)n[nH]c1=S (stereo not drawn)	1.0%	x	-2.9%	x	12.6	-20.8%	6.0%	7.3%	7.8%	9.7	-9.2%
Oc1ccc2ccccc2c1C=Nc1cc(C(F)(F)F)ccc1N1CCCC1	-23.0%	11.8%	0.3%	4.9%	1.7	7.1%	0.0%	-5.0%	-1.9%	3.9	2.1%
Cc1ccc(-c2[nH]ncc2/C=N/n2c(C)nc3ccccc3c2=O)cc1	-2.9%	x	-0.6%	-4.4%	4.4	-2.8%	4.5%	-1.3%	1.8%	0.2	-9.8%
Cc1n[nH]c(=O)nc1N1CCN(c2ccccc2)CC1	5.9%	10.8%	-0.1%	3.6%	11.7	-6.8%	1.4%	3.1%	-1.2%	-0.7	17.3%
Cc1nc2c(Br)cc(Br)cc2cc1O	-7.8%	3.6%	1.6%	5.8%	-2.6	-3.5%	-0.9%	u	12.4%	1.0	2.2%
CCn1c2ccccc2c2cc(NC(=O)COc3ccc(OC)cc3)ccc21	-9.7%	x	-2.0%	2.3%	-0.9	-0.8%	-0.2%	-11.2%	-4.6%	-12.4	-2.8%
FC(F)Oc1ccc(-n2cc(-c3ccc(Cl)cc3)[n+]3c2CCCCC3)cc1	-0.1%	x	-2.2%	4.0%	11.6	-2.3%	0.1%	5.4%	6.1%	-7.6	7.4%
COc1ccccc1OCc1ccc(C(=O)NCC2CCCO2)o1 (stereo not drawn)	5.2%	4.1%	5.1%	-1.7%	9.4	6.5%	0.4%	27.0%	6.5%	0.0	10.7%
c1ccc2[nH]c(NCCCN3CCOCC3)nc2c1	-2.0%	-7.7%	-0.1%	6.8%	-9.0	0.0%	0.0%	u	-4.3%	-0.2	-2.9%
CCc1ccc(CN(C)C(=O)C2CCC(=O)N(Cc3cccc(OC)c3)C2)nc1 (stereo not drawn)	-7.1%	-5.5%	0.2%	-7.3%	23.6	x	-3.9%	u	7.5%	-10.4	1.0%
O=c1oc2ccccc2c(Nc2cccc3ccccc23)c1[N+](=O)[O-]	-0.4%	u	-4.7%	u	-14.0	5.1%	3.4%	u	2.0%	4.6	-6.5%
CC(=O)Nc1ccc(C(=O)OCC(=O)N2CCN(C(=O)c3ccco3)CC2)cc1	-0.7%	x	2.7%	x	-21.1	x	x	u	-2.6%	-0.1	3.8%
